TEAD-YAP block – TEAD-YAP interaction inhibition, primary screen, TEAD-YAP interaction inhibitor project, luminescence, HEK-TIYL cells; TEAD-Gal4/YAP UAS-luciferase luminescence; inhibition, % at 9.12 µM; actives 1.4% (n = 640,000); AID 1259422, 2018; in the data active = inhibition above about 32%;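 note: 0% = median of test compound wells and 100% = reference inhibitor wells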
GPR151 activ – activators of human GPR151, primary screen, cell-based, PathHunter beta-arrestin, luminescence; actives 1% (n = 650,000); PathHunter beta-arrestin GPR151 cells; AID 1508602, 2020; activation, % at 11.2 µM; G-protein coupled receptor 151 (Homo sapiens), Q8TDV0; in the data active = activation above about 4.9%;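 note: 0% = median of compound wells and 100% = cells with positive control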
Target sequence (Q8TDV0 whole entry, looked up): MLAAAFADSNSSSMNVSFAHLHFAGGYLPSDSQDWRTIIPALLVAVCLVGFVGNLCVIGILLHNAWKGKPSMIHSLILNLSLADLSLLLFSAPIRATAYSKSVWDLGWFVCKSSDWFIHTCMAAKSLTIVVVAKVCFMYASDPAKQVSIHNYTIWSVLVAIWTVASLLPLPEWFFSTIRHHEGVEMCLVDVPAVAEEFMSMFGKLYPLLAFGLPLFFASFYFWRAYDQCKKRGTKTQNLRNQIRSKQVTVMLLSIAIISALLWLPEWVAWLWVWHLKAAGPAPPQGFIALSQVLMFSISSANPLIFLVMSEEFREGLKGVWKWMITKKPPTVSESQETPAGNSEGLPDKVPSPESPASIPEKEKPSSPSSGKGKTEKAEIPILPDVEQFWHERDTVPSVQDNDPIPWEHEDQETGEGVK
MITF primary – MITF inhibitors, primary screen, biochemical, AlphaScreen, human | inhibition, % at 2.6 µM | actives 0.91% (n = 650,000) | AID 1259374, 2018 | AlphaScreen MITF homodimerization, bead proximity signal | Microphthalmia-associated transcription factor (Homo sapiens), O75030; in the data active = inhibition above about 50%;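 note: 0% = vehicle wells with protein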
FBW7 activator – FBW7 E3 ligase activators, primary screen, biochemical, AlphaScreen, human; normalized activity (activation), % at 26.1 µM; F-box/WD repeat-containing protein 7 (Homo sapiens), Q969H0; actives 0.13% (n = 650,000); AlphaScreen FBW7–phospho-cyclin E peptide binding, activator screen; in the data active = normalized activity above about 1.9%;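 note: purified mutant Fbw7 with reduced substrate affinity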
Target sequence (Q969H0 whole entry, looked up): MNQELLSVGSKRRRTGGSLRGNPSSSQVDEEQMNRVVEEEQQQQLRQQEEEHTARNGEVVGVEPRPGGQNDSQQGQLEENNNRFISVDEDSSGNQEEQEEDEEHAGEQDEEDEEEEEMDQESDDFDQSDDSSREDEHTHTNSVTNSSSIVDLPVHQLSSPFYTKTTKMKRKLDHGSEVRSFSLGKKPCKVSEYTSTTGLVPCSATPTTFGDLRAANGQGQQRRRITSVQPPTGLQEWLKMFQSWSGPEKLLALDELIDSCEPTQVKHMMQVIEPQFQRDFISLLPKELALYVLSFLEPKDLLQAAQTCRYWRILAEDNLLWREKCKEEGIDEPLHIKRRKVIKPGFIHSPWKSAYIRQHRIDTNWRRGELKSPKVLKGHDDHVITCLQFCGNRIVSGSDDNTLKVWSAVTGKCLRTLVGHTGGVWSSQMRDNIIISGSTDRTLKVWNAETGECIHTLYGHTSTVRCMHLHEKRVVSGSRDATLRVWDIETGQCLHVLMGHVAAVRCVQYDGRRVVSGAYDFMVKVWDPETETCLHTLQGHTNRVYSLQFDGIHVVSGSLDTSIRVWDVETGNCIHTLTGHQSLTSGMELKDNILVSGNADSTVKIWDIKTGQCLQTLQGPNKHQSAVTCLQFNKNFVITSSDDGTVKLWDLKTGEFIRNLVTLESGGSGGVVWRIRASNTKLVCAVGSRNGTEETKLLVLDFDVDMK
An asterisk follows results filed as active; . = no result given.

| Molecule | TEAD-YAP block | GPR151 activ | MITF primary | FBW7 activator |
| --- | --- | --- | --- | --- |
| CN(Cc1cscn1)C(=O)C1CC12CCN(Cc1cccc(Cl)c1)CC2 (stereo unspecified) | 3 | 0.5 | 5 | 0.1 |
| CN1CCN(C(=O)c2ccc(CN3CCOCC3)cc2)CC1 | 4 | 1.2 | -3 | -0.2 |
| CCOC(=O)c1c(NC(=O)c2ccccc2OCC)sc(C(C)=O)c1C | 7 | 1.4 | -8 | 0.1 |
| COCC(=O)NNC(=O)Nc1cccc([N+](=O)[O-])c1 | 0 | -0.6 | -1 | -0.1 |
| CCCN1C(=O)C2C(C(=O)Nc3cccc(SC)c3)C3C=CC2(O3)C1C(=O)NC1CCCCC1 (stereo unspecified) | -10 | 1.2 | 2 | 0.3 |
| O=C(NNS(=O)(=O)c1ccc(Br)cc1)c1c(O)c2ccccc2[nH]c1=O | -3 | -0.1 | -7 | -0.3 |
| CC1(C)Cc2c(sc3ncnc(NN)c23)CO1 | -1 | -0.5 | 18 | -0.5 |
| Cc1cccc(NC(=O)c2ccc(S(=O)(=O)N3CCOCC3)cc2)n1 | -10 | -0.2 | -3 | -0.1 |
| COC(=O)CNC(=O)C1CC(Cc2cccc3ccccc23)=NO1 (stereo unspecified) | -43 | -0.5 | 3 | -0.2 |
| Cc1ccc(NC(=O)CN(c2ccc(Br)cc2)S(C)(=O)=O)c(C)c1 | -2 | -0.7 | 7 | 0.0 |

Continued; the last five above are carried over.
| Molecule | TEAD-YAP block | GPR151 activ | MITF primary | FBW7 activator |
| --- | --- | --- | --- | --- |
| O=C(NNS(=O)(=O)c1ccc(Br)cc1)c1c(O)c2ccccc2[nH]c1=O | -3 | -0.1 | -7 | -0.3 |
| CC1(C)Cc2c(sc3ncnc(NN)c23)CO1 | -1 | -0.5 | 18 | -0.5 |
| Cc1cccc(NC(=O)c2ccc(S(=O)(=O)N3CCOCC3)cc2)n1 | -10 | -0.2 | -3 | -0.1 |
| COC(=O)CNC(=O)C1CC(Cc2cccc3ccccc23)=NO1 (stereo unspecified) | -43 | -0.5 | 3 | -0.2 |
| Cc1ccc(NC(=O)CN(c2ccc(Br)cc2)S(C)(=O)=O)c(C)c1 | -2 | -0.7 | 7 | 0.0 |
| COc1ccc(CNC(=O)c2ccc(C(C)C)cc2)cc1 | -59 | 2.4 | 11 | 0.0 |
| Cc1cccc(NC(=O)COc2ccc(C=O)cc2Br)c1 | -70 | -0.3 | -1 | -0.1 |
| Cc1ccc(Cl)cc1NC(=O)c1cnc2ccccn2c1=O | -16 | -1.9 | 15 | 0.0 |
| CCN(CC)C(=O)C1CCCN(c2nccc(Nc3cc(OC)c(OC)c(OC)c3)n2)C1 (stereo unspecified) | -9 | -0.6 | 20 | 0.2 |
| C=CCN1C(=O)/C(=c2\sc3n(c2=O)C(c2ccccc2)C(C(=O)OCC)=C(C)N=3)c2ccccc21 (stereo unspecified) | -14 | -0.4 | 1 | -0.1 |
| O=C(c1ccc(Cn2c(=S)[nH]c3ccc(Br)cc3c2=O)cc1)N1CCN(c2ccccc2)CC1 | -3 | 0.8 | -10 | -0.1 |
| CCOC(CNC(=O)C1CCN(Cc2nc(-c3ccc(CC)cc3)oc2C)CC1)OCC | 1 | 0.0 | 21 | 0.8 |
| COC(=O)CCCC(=O)Nc1ccc([N+](=O)[O-])cc1 | -6 | -0.9 | 0 | 0.7 |
| COC(=O)Nc1ccc(S(=O)(=O)N2CCN(S(=O)(=O)c3ccc(NC(=O)OC)cc3)CC2)cc1 | -3 | 0.4 | 0 | 0.2 |
| O=C(COc1ccc(C2CCCCC2)cc1)Nc1cccc(-c2nc3ncccc3o2)c1 | 11 | -0.5 | 10 | 0.2 |
| O=C(Cc1ccc(N2CCC(NCCCN3CCCC3=O)CC2)cc1)NCc1ccccc1 | -6 | -0.3 | -8 | 0.0 |
| O=C(Nc1ccc(-c2ccncc2)c(Cl)c1)[C@H]1COc2ccccc2O1 | -6 | 1.6 | 11 | 0.1 |
| CCOc1ccc(C(=O)Nc2c3c(nn2-c2ccc(F)cc2)CS(=O)(=O)C3)cc1 | -2 | 2.0 | 4 | 0.0 |
| COc1ccccc1C1C(C#N)=C(N)OC2=C1C(=O)CC(C)(C)C2 (stereo unspecified) | 6 | 0.1 | 1 | -0.1 |
| CC(=O)c1ccc(OC(=O)c2ccccc2Cl)cc1 | 7 | 0.2 | -8 | 0.1 |
| O=C(Cn1nc2n(c1=O)-c1ccccc1SC2)N/N=C/c1cccnc1 | 7 | 0.7 | -12 | -0.2 |
| O=C(Nc1ccc(Cl)c(Cl)c1)c1cccc(N2C(=O)c3ccccc3C2=O)c1 | -2 | 3.2 | -11 | 0.1 |
| C=CCn1c(=O)c2ccc(C(=O)NCc3ccccc3)cc2n(CC(N)=O)c1=O | 12 | 0.9 | 2 | 0.0 |
| O=C(COC(=O)c1cc(Br)ccc1O)c1ccccc1 | 14 | 3.0 | 8 | -0.1 |
| COC(=O)c1ccc(-n2c(C)cc(C(=O)COC(=O)C3COc4ccccc4O3)c2C)cc1 (stereo unspecified) | -4 | -0.2 | 5 | 0.1 |
| CCNc1nc(NCC)n2c(SCC(=O)Nc3ccc(F)cc3F)nnc2n1 | 6 | 3.0 | 14 | 0.0 |
| Cc1[nH]c(=O)[nH]c(=O)c1S(=O)(=O)NC1CC1 | 13 | -0.1 | 11 | 0.4 |
| C[C@@H](CC(=O)O)[C@@H](N)C(=O)O | . | 2.8 | 2 | -0.1 |
| CCOC(=O)c1cc(S(=O)(=O)N(C)C2CCCCC2)cn1C | 2 | 1.6 | 8 | -0.1 |
| Nc1c(C(=O)NCc2ccccc2Cl)nnn1Cc1ccccc1 | -6 | -0.6 | 12 | 0.1 |
| Cc1occc1-c1nnc(SCC(=O)Nc2sccc2C(N)=O)n1C | 4 | 0.0 | 14 | 0.2 |
| COCCNC(=O)CCC1CCN(C(=O)[C@H](CC(C)C)NC(C)=O)CC1 | -2 | 2.7 | 5 | -0.1 |
| NC(=O)c1ccc(NC(=O)Cc2csc(-c3ccccc3)n2)cc1 | -5 | 1.1 | -11 | 0.0 |
| COc1ccc(Nc2nnc(SCc3nc4ccc(Cl)cc4n3CCO)s2)cc1 | -9 | 3.1 | -9 | -0.1 |
| O=C(CSc1nnc2n1CCCCC2)Nc1c(Cl)cccc1Cl | 0 | 1.7 | 0 | -0.2 |
| CC1CCc2sc3ncnc(NCCCN(C)C)c3c2C1 (stereo unspecified) | -5 | -0.2 | 1 | 0.1 |
| CCOC(=O)N1CCN(C(=O)c2ccc(Cn3c(=S)[nH]c4ccccc4c3=O)cc2)CC1 | 45* | -0.7 | -6 | 0.0 |
| CCN(CC)C(=O)C1CCCN(c2nc3c(Nc4ccc(N5CCOCC5)cc4)ncnc3n2C(C)C)C1 (stereo unspecified) | 5 | 1.2 | 13 | 0.2 |
| O=C(CC1(O)C(=O)N(Cc2ccccc2Cl)c2ccccc21)c1ccc2c(c1)OCCO2 (stereo unspecified) | 6 | -0.1 | 3 | 0.1 |
| CCCNC(=O)C1CCN(C(=O)c2cnn(-c3ccccc3)c2-n2cccc2)CC1 | -1 | 0.2 | -9 | -0.1 |
| CNC(=O)c1nccnc1Nc1cc(Nc2ccc3c(c2)CC(=O)N3)ncc1C(F)(F)F | 27 | -0.4 | -4 | -0.1 |
| O=C(Nc1ccc(Cl)cc1)c1cc(Br)cc(Br)c1O | -15 | -1.2 | -18 | 0.0 |
| COC(=O)c1cc(CNC(=O)c2cccc3c(C)c(C)[nH]c23)cc(NC(=O)c2ccco2)c1 | -12 | 1.4 | 46 | -0.1 |
| CCOC(=O)N1CCN(c2c(NC3CCCCCCC3)c(=O)c2=O)CC1 | 2 | 2.8 | 3 | -0.1 |
| CS(=O)(=O)Oc1ccc(Cl)cc1/C=C1/N=C(c2cccs2)OC1=O | -6 | 5.3* | 2 | 0.2 |
| O=C(Nc1ccc(C(F)(F)F)cc1)C(=O)N1CCCCC1 | -49 | -0.6 | 16 | 0.9 |
| O=C(Nc1ccncc1NC(=O)c1ccc(S(=O)(=O)N2CCCCC2)cc1)c1ccc(S(=O)(=O)N2CCCCC2)cc1 | 4 | 0.4 | 1 | -0.1 |
| CCOC(=O)COc1cccc(C2NC(=S)NC(c3ccccc3)=C2C(=O)OCC)c1 (stereo unspecified) | -2 | -0.7 | -2 | -0.2 |
| O=C(c1cnsn1)N1CCC(CO)(Cc2cccc(F)c2)CC1 | -66 | -1.6 | 1 | 0.0 |
| CCCCOc1ccccc1C1C(C(=O)OCCC)=C(C)NC2=C1C(=O)CCC2 (stereo unspecified) | -3 | -0.2 | 10 | 0.0 |
| CCN/N=C1/C(=N/O)CCc2nonc21 | 1 | -1.0 | 16 | 0.7 |
| Cc1cccc(CSCc2ccc(C(=O)NCc3ccco3)o2)c1 | 1 | 1.0 | 0 | -0.2 |
| CN1C(=O)[C@H]2CN(C(=O)Oc3ccccc3)CCN2C(=O)[C@@H]1CO | 4 | 1.0 | 8 | 0.1 |
| Cc1nn(CC(O)Cn2c(-c3ccccc3)c(-c3ccccc3)c3ccc4ccccc4c32)c(C)c1Br (stereo unspecified) | 2 | 1.7 | 15 | 1.0 |
| c1ccc2c(c1)CC/C2=N/Nc1ccc2ccccc2n1 | 74* | -1.1 | 12 | 0.1 |

Retrieved by structure from the list above (two):
| Molecule | TEAD-YAP block | GPR151 activ | MITF primary | FBW7 activator |
| --- | --- | --- | --- | --- |
| CN1C(=O)[C@H]2CN(C(=O)Oc3ccccc3)CCN2C(=O)[C@@H]1CO | 4 | 1.0 | 8 | 0.1 |
| Cc1nn(CC(O)Cn2c(-c3ccccc3)c(-c3ccccc3)c3ccc4ccccc4c32)c(C)c1Br (stereo unspecified) | 2 | 1.7 | 15 | 1.0 |

(cont.)
| Molecule | TEAD-YAP block | GPR151 activ | MITF primary | FBW7 activator |
| --- | --- | --- | --- | --- |
| COC(=O)/C(C#N)=C/c1c(OC)[nH]c2ccccc12 | 5 | 0.6 | -2 | 0.0 |
| O=C1NC(=Nc2ccccc2)S/C1=C/c1cc(Br)cc(Cl)c1O | 2 | -0.3 | 3 | -0.1 |
| Cc1cccc(C(O)(C(=O)NN(C(=O)c2ccco2)c2ccccc2)c2cccc(C)c2)c1 | 1 | -0.9 | 5 | 0.1 |
| O=c1cc(-c2ccccc2)c2ccc(O)cc2o1 | 7 | -0.2 | 8 | 0.0 |
| Cc1cccc(N2CCN(S(=O)(=O)c3ccc(Cl)cc3)CC2)c1C | 10 | 1.6 | 0 | 0.0 |
| Cc1c(Nc2nc(-c3cccc([N+](=O)[O-])c3)cs2)c(=O)n(-c2ccccc2)n1C | 2 | 0.4 | 12 | -0.2 |
| S=c1nc(N2CCOCC2)[nH]c(N2CCOCC2)n1 | 7 | -0.1 | -3 | -0.1 |
| Cc1ccc(CN(C(=O)c2ccccc2)C2CCS(=O)(=O)C2)o1 (stereo unspecified) | -8 | -0.3 | 6 | -0.1 |
| CCOc1ccc(C2Oc3ccc(Cl)cc3C3CC(c4cccc(OC)c4)=NN32)cc1 (stereo unspecified) | -48 | -0.2 | 12 | 0.1 |
| Cc1cc(-c2ccccc2)nc2cc(C(=O)Nc3cc(Oc4ccc(Br)cc4)cc([N+](=O)[O-])c3)nn12 | 10 | 0.0 | 6 | -0.1 |
| Cc1cccc(Nc2ncnc3c2cnn3-c2ccc(Cl)cc2)c1C | -17 | 0.0 | -2 | 0.1 |
| O=C(Nc1ccc(F)cc1)Nc1nnc(-c2cccc([N+](=O)[O-])c2)s1 | 8 | -0.2 | 1 | 0.2 |
| CCc1ccc(-c2cc(C(=O)Nn3cnnc3)c3ccccc3n2)cc1 | 82* | -3.0 | 7 | 0.5 |
| O=C(NCC(=O)N(c1cccnc1)C(C(=O)NC1CCCC1)c1ccco1)c1ccco1 (stereo unspecified) | 3 | -1.3 | 14 | 0.6 |
| COC(=O)/C=C\c1nn(-c2ccccc2)nc1C#N | 60* | -0.2 | 5 | -0.3 |
| O=C(c1ccc2c(c1)OCO2)n1sc(=O)c2ccccc21 | -12 | -9.7 | 25 | -0.1 |
| COc1ccc(CCN2CC34C=CC(O3)C(C(=O)NCc3cccnc3)C4C2=O)cc1OC (stereo unspecified) | -7 | 0.5 | 12 | 0.1 |
| CCC(C(=O)Nc1ccccc1OC)c1ccccc1 (stereo unspecified) | 10 | -1.2 | 19 | 0.0 |
| CCOc1ccc(-c2cc(C#N)on2)cc1 | 3 | -0.4 | -1 | 0.3 |
| CCC(=O)c1ccc(OCC(O)CN(C)Cc2ccccc2OC)cc1 (stereo unspecified) | -1 | 0.4 | 15 | 0.0 |
| COC(=O)c1ccc(C2C3=C(CC(c4ccco4)CC3=O)Nc3ccccc3N2C(=O)c2ccccc2)cc1 (stereo unspecified) | 4 | 0.8 | 6 | -0.1 |
| CN1CCN(C(=O)c2ccc(-c3ccc(Cl)cc3)nc2N(C)C)CC1 | 2 | -0.8 | 18 | 0.1 |
| Cc1[nH]c(=O)[nH]c(=O)c1S(=O)(=O)NCC12CC3CC(CC(C3)C1)C2 | 7 | 0.4 | -3 | -0.1 |
| COc1cccc(-c2cc(C(=O)N3CCCCC3C)no2)c1 (stereo unspecified) | -33 | -1.8 | -12 | 0.0 |
| Cc1nn(-c2ccccc2)cc1/C=N/NC(=O)Cn1nc2n(c1=O)-c1ccccc1SC2 | 7 | -0.2 | -11 | -0.3 |
| O=C(NC(=S)Nc1ccccc1[N+](=O)[O-])c1ccc(Cl)cc1 | -18 | -0.1 | 12 | 0.0 |
| CCN(C(=O)CCN1C(=O)c2ccccc2S1(=O)=O)c1ccccc1C | -11 | 1.5 | -1 | -0.2 |

Screening data deposited in PubChem BioAssay by The Scripps Research Institute Molecular Screening Center.
